NR5A2 inv ag: LRH-1 (NR5A2) inverse agonists, primary screen, cell-based, luminescence, HEK293T, StAR-luciferase reporter; Nuclear receptor subfamily 5 group A member 2 (Homo sapiens), O00482; LRH-1 transfected, 24 h; inhibition, % at 3.6 µM; 360,000 tested, 0.13% active; AID 602396, 2012;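 active = inhibition above the mean inhibition of all tested compounds plus 3 SD, cut at about 73% in these data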;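 note: 0% = DMSO wells and 100% = reporter-only cells lacking LRH-1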
KKLEB cytotox: cytotoxicity in KKLEB CF airway cells, primary screen, cytotoxicity control for CF NF-kB inhibitor project, cell-based, uHTS, fluorescence assay plates. KKLEB CF airway cells viability, ATPlite luminescence, overnight; stronger effect = lower value; cells stimulated with P. aeruginosa culture filtrate. activity change (cytotoxicity), % at 5 µM. 360,000 tested, 0.36% active. AID 602141, 2011;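 active = corrected activity change at or below -50% at 5 µM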
CF NFkB block: inhibitors of PAF-induced NF-kB signaling, primary screen, cell-based, GFP fluorescence, uHTS. KKLEB NF-kB-GFP reporter, GFP fluorescence overnight. inhibition, % at 5 µM. 360,000 tested, 0.86% active. AID 588850, 2011;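 active = at least 50% inhibition at 5 µM, scaled per plate between neutral and stimulator controls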;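 note: PAF is a Pseudomonas aeruginosa culture filtrate used as stimulus; plate controls were PAF-stimulated DMSO wells for no effect and unstimulated DMSO wells for full effect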
COUP-TFII inh: NR2F2 transcriptional activity inhibitors, primary screen, cell-based, luciferase reporter, HEK293T, luminescence | COUP transcription factor 2 (Homo sapiens), P24468 | inhibition, % at 8.6 µM | AID 686940, 2013 | HEK293T NGFI-A luciferase reporter | 370,000 tested, 0.7% active;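 active = inhibition above a per-plate cutoff, mean inhibition of test wells between control levels plus 3 SD, cut at about 38% in these data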;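 note: cells cotransfected with COUP-TFII expression vector driving the NGFI-A reporter; 0% = median of COUP-TF2 test wells and 100% = reporter-only cells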
NCOA3 inh: SRC3 coactivator transcriptional activity inhibitors, primary screen, cell-based, luminescence | HEK293 GAL4-SRC3 luciferase reporter | inhibition, % at 3.6 µM | 360,000 tested, 0.17% active;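 active = inhibition above a per-campaign cutoff, the mean of all compounds plus 3 SD, cut at about 60% in these data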;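 note: 0% = DMSO-treated cells and 100% = gossypol-treated cells at 36 µM; higher means less SRC3-driven luciferase light from the GAL4 reporter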
TWEAK Fn14 block: inhibitors of TWEAK-Fn14 signaling, primary screen, luciferase reporter cells, uHTS. 360,000 tested, 2% active. TWEAK-stimulated Fn14 reporter cells, luciferase luminescence, 8 h. inhibition, % at 10 µM. AID 1159606, 2016; in the data active = inhibition above about 50%
NCOA1 inh: SRC1 coactivator transcriptional activity inhibitors, primary screen, cell-based, luminescence. Nuclear receptor coactivator 1 (Homo sapiens), Q15788. HEK293 GAL4-SRC1 luciferase reporter. inhibition, % at 3.6 µM. 360,000 tested, 0.12% active;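 active = inhibition above the campaign mean plus 3 SD, with each screening campaign given its own cutoff, cut at about 60% in these data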;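 note: 0% = DMSO treated cells and 100% = gossypol at 36 µM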
Target sequence (Q15788 whole entry, looked up, the tested form may be a part): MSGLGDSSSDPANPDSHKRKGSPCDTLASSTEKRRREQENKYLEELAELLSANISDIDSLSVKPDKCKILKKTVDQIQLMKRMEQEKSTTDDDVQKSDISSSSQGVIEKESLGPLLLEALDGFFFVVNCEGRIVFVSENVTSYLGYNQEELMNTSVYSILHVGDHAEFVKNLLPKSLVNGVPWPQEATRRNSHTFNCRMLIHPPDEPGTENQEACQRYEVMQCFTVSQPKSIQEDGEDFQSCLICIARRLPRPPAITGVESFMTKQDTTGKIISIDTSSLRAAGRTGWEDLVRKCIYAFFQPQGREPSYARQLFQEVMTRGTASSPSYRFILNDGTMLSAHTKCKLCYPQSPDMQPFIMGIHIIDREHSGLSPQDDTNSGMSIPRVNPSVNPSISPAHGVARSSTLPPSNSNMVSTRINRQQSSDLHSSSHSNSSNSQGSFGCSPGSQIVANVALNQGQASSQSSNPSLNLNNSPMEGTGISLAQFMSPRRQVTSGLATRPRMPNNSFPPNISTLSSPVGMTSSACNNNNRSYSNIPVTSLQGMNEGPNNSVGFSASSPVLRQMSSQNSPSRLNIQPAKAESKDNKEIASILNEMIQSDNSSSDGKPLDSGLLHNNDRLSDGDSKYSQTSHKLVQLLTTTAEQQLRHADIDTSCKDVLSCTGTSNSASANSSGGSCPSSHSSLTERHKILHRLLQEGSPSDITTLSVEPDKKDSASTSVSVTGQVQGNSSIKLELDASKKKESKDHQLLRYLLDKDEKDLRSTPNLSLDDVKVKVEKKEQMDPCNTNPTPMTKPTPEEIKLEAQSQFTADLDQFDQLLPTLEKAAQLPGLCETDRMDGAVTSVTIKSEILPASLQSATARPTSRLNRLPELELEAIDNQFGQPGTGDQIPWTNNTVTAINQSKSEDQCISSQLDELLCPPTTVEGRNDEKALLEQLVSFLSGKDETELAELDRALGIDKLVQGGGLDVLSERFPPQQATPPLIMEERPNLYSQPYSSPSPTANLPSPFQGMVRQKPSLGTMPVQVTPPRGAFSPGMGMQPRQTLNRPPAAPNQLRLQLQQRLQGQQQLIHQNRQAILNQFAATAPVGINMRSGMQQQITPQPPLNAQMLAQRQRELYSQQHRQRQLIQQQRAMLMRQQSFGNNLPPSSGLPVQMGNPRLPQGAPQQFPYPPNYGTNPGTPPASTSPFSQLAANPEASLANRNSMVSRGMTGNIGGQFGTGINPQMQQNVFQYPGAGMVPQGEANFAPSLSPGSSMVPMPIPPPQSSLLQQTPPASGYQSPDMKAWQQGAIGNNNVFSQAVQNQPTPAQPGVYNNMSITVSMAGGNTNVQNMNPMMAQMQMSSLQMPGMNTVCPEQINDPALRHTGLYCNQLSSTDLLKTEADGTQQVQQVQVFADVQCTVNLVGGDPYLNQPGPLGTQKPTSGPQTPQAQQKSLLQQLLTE
Shn3 inh set2: reduction of Shn3 3'UTR firefly luciferase signal, primary screen, Schnurri-3 inhibitor project, cell-based, Clone20 osteoblasts, set 2 | AID 588674, 2011 | 360,000 tested, 0.52% active | Clone20 osteoblast Shn3 3'UTR firefly luciferase, 24 h | inhibition, % at 12.5 µM;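 active = mean inhibition of at least 75% with every replicate also reaching 75%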;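 note: 0% = median of neutral control wells and 100% = pilot-screen positive control compound; some compounds past the cut are filed as inactive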
TRAIL sens C8: viability loss with TRAIL in NB7+C8 cells, primary screen, TRAIL sensitizer project, cell-based, ATPlite luminescence. 360,000 tested, 1% active. inhibition (viability loss, TRAIL sensitization), % at 10 µM;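 active = compounds causing at least 50% loss of cell viability in the single-dose screen, relative to plate controls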
LMP1 NFkB inh: EBV LMP1-driven NF-kappaB luciferase reporter inhibitors, primary screen, cell-based, luminescence, single point; inhibition, % at 12.5 µM; 350,000 tested, 0.69% active; LMP1-induced NF-kappaB luciferase reporter cells; AID 504558, 2011; in the data active = inhibition above about 41%;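 note: 0% = neutral control wells and 100% = reference inhibitor control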
TROY NFkB inh: inhibitors of TROY-driven NF-kB signaling, primary screen, Q293 LMP1-TROYcd cells, NF-kB luciferase, uHTS. inhibition, % at 10 µM. 360,000 tested, 0.98% active. AID 1347056, 2019. Q293 LMP1-TROYcd NF-kB luciferase reporter, 4 h;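 active = compounds whose plate-normalised and pattern-corrected inhibition of the luciferase reporter signal at the single screening dose is 50% or more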
* = called active by the depositor; . = not tested or not shown. Not all compounds are listed. The share of hits here may be higher or lower than overall.

#	compound	NR5A2 inv ag	KKLEB cytotox	CF NFkB block	COUP-TFII inh	NCOA3 inh	TWEAK Fn14 block
1	Cc1c(NS(=O)(=O)c2cccc(C(=O)OCC(=O)c3ccc(Cl)cc3)c2)c(=O)n(-c2ccccc2)n1C	-10	-6	10	3	4	3
2	CCCCOC(=O)C1C2CCC(O2)C1C(=O)OCC (stereo not given)	-4	-8	3	2	-18	35
3	CCOCCCn1c(=N)c(S(=O)(=O)c2ccccc2)cc2c(=O)n3cc(C)ccc3nc21	-20	-5	-2	19	-10	35
4	Nc1ncccc1OCc1ccc(Cl)c(Cl)c1	-82	3	-5	-25	-69	-9
5	O=S(=O)(c1ccc2ccccc2c1)N1C=CC(C(F)(F)F)=NCC1	-2	-1	-2	-10	-3	13
6	COc1ccc([N+](=O)[O-])cc1NC(=O)COC(=O)C=C(C)C	16	6	1	-24	7	1
7	COC(=O)c1nc(-c2ccc(C)cc2)[nH]c1C(C)(C)C	6	4	-7	10	7	-2
8	CCC(C(=O)NCCCN1CCOCC1)n1c2ccccc2c2nc(=O)cc(C)n21 (stereo not given)	-25	4	15	-3	-9	6
9	O=S1(=O)CC(N2CCOCC2)c2ccccc21 (stereo not given)	-1	-10	0	5	11	-10
10	C=CCn1c(SCc2c(C)noc2C)nc2ccccc2c1=O	19	-16	24	-58	11	-4
11	O=C(NCCc1ccccc1)c1ccc(NC(=O)C2CCCCC2)cc1	-28	8	-11	-13	-59	-29
12	NS(=O)(=O)c1ccc(CCNC(=O)c2ccc(NC3=NC4CS(=O)(=O)CC4S3)cc2)cc1 (stereo not given)	11	4	-5	.	-2	22
13	CCCCCC(O)CCc1n[nH]c(=S)n1-c1ccccc1 (stereo not given)	-8	-4	-6	16	-17	24
14	N#Cc1ccc2c(=O)n(-c3ccccc3)sc2c1	-66	0	31	-45	-93	-5
15	O=C(Cn1cnc2c(nc3n2CCCCC3)c1=O)Nc1cccc(C(F)(F)F)c1	-1	5	1	7	-15	-4

#	NCOA1 inh	Shn3 inh set2	TRAIL sens C8	LMP1 NFkB inh	TROY NFkB inh
1	-10	9	-11	2	12
2	8	-3	-6	-2	-9
3	-16	2	1	-10	11
4	-80	.	3	-21	-45
5	-20	-1	-6	-5	9
6	0	5	-5	-6	-6
7	-9	19	8	.	-7
8	8	-10	1	-9	-10
9	-5	-3	2	-3	2
10	7	-11	13	-3	7
11	-49	-17	2	-7	-29
12	-42	27	-8	-3	26
13	9	-1	-1	8	.
14	-96	-11	5	-16	-34
15	6	4	-4	1	14

Carrying on.
#	compound	NR5A2 inv ag	KKLEB cytotox	CF NFkB block	COUP-TFII inh	NCOA3 inh	TWEAK Fn14 block
16	NNC(=O)COc1cccc(Oc2ccccc2)c1	-5	-20	1	-3	15	9
17	Cc1ccc([C@@H]2[C@@H]3C(=O)N(C)C(=O)[C@@H]3[C@]3(C)C(=O)N(Cc4ccccn4)CC(=O)N23)o1	-18	6	14	29	2	-4
18	Cc1n[nH]c(C)c1CN(C)C(=O)c1cc(COc2ccc(F)c(F)c2)on1	-30	-7	-2	5	-7	-8
19	O=C(CN1C(=O)C2CC=CCC2C1=O)Nc1nnc(SCc2c(Cl)cccc2Cl)s1 (stereo not given)	0	1	7	1	6	-7
20	O=C(Nc1ccc(N2CCN(C(=O)c3ccccc3)CC2)c(Cl)c1)c1ccc(Br)o1	12	14	-1	40*	-13	38
21	Cc1ccc(NC(=O)c2ccc(OC(=O)COc3ccc(Cl)c(C)c3)cc2)cc1	-144	16	-7	-37	-76	6
22	COC(=O)/C(=C\c1ccc([N+](=O)[O-])cc1)NC(=O)c1ccccc1	27	6	-29	1	3	8
23	CCCCCCC[C@@H](C/C=C/CCC(=O)N(C)C/C(=C/Cl)C/C(=C\C(=O)N1C[C@H](O)CC1=O)OC)OC	0	-7	27	26	-3	45
24	CC1CCN(Cc2nnnn2CCCC(=O)N(C)C2CCOC2)CC1 (stereo not given)	8	-4	12	15	-11	5
25	CCOC(=O)c1ccc2[nH]c3c(c2c1)CCCC3C(=O)OCC (stereo not given)	6	1	-11	7	0	-3
26	O=C(NCc1ccccn1)c1ccc(CS(=O)(=O)Cc2ccc(Cl)cc2)o1	2	5	-2	9	14	8
27	c1cn2c(-c3ccoc3)cncc2n1	-13	5	-19	14	8	17
28	Cc1cccc2cc(/C=C/C(=O)c3ccco3)c(Cl)nc12	6	-10	21	7	3	24
29	c1ccc(CCNc2ncnc3scc(C4COc5ccccc5O4)c23)cc1 (stereo not given)	18	-14	29	28	17	31
30	Cc1noc2ncnc(Sc3ccccc3Cl)c12	9	-5	53*	14	2	17

#	NCOA1 inh	Shn3 inh set2	TRAIL sens C8	LMP1 NFkB inh	TROY NFkB inh
16	5	14	-3	7	4
17	-4	-10	11	3	-1
18	-7	1	-17	-1	5
19	4	12	38	-16	12
20	-1	56	43	8	28
21	-88	-37	32	1	-37
22	4	11	-11	-4	-11
23	5	61	31	-12	38
24	-1	11	-4	1	-17
25	-3	10	-8	0	-34
26	1	12	-7	0	-4
27	-9	11	-3	.	1
28	-13	.	0	.	-7
29	18	34	16	14	40
30	-2	-10	-17	-1	54*

CF NFkB block, hit marks shown above
cpd	Structure	NR5A2 inv ag	CF NFkB block	COUP-TFII inh	NCOA3 inh	TWEAK Fn14 block	NCOA1 inh	Shn3 inh set2	LMP1 NFkB inh
30	Cc1noc2ncnc(Sc3ccccc3Cl)c12	9	53*	14	2	17	-2	-10	-1

Arranged by formula weight (largest number first): some entries from above.
#	compound	NR5A2 inv ag	KKLEB cytotox	CF NFkB block	COUP-TFII inh	NCOA3 inh	TWEAK Fn14 block
12	NS(=O)(=O)c1ccc(CCNC(=O)c2ccc(NC3=NC4CS(=O)(=O)CC4S3)cc2)cc1 (stereo not given)	11	4	-5	.	-2	22
10	C=CCn1c(SCc2c(C)noc2C)nc2ccccc2c1=O	19	-16	24	-58	11	-4
22	COC(=O)/C(=C\c1ccc([N+](=O)[O-])cc1)NC(=O)c1ccccc1	27	6	-29	1	3	8
13	CCCCCC(O)CCc1n[nH]c(=S)n1-c1ccccc1 (stereo not given)	-8	-4	-6	16	-17	24
2	CCCCOC(=O)C1C2CCC(O2)C1C(=O)OCC (stereo not given)	-4	-8	3	2	-18	35

#	NCOA1 inh	Shn3 inh set2	TRAIL sens C8	LMP1 NFkB inh	TROY NFkB inh
12	-42	27	-8	-3	26
10	7	-11	13	-3	7
22	4	11	-11	-4	-11
13	9	-1	-1	8	.
2	8	-3	-6	-2	-9

Going on with the list.
#	compound	NR5A2 inv ag	KKLEB cytotox	CF NFkB block	COUP-TFII inh	NCOA3 inh	TWEAK Fn14 block
31	CC12CN(Cc3ccccc3)CC(C)(CN(Cc3ccccc3)C1)C2=NO	-15	2	-7	9	-8	-16
32	CCCN(CCC)CCCNC(=O)Cn1cnc2sc(C)c(S(=O)(=O)N3CCOCC3)c2c1=O	-2	7	6	0	-2	-12
33	Cc1ccc(NS(=O)(=O)c2sc3ccc(Cl)cc3c2C)cc1	12	-9	1	20	-8	18
34	CNc1nc(Cl)nc(NC(C)(C)C)n1	-2	-17	18	6	1	-4
35	O=C(COC(=O)c1ccc([N+](=O)[O-])o1)Nc1nc2ccccc2s1	19	8	-6	5	-10	-4
36	C=CCc1ccc(OCCCCN2CC(C)CC(C)C2)c(OC)c1 (stereo not given)	-3	0	9	4	12	2
37	COc1ccc(Nc2nnc(SCC(=O)NC3CCCC3)s2)cc1	-14	18	-5	3	-13	5
38	COc1ccc(/C=C(\NC(=O)c2ccc(OC)cc2)C(=O)N2CCCCC2)cc1	5	0	26	-1	-6	-10
39	O=C(Cc1ccccc1)NCc1ccccn1	2	5	-10	-9	8	-13
40	COc1ccc(-n2c(-c3ccccc3)nnc2-c2ccc(Cl)cc2)cc1	5	-9	-10	-1	-15	-41
41	COc1cc(C(=O)NCC(=O)OCC(=O)c2cccc3ccccc23)cc(OC)c1OC	25	4	-17	10	-20	-2
42	Cc1c(C(=O)O)cccc1-n1c(C)cc(/C=N/Nc2ccc([N+](=O)[O-])cn2)c1C	-47	-2	0	-9	-38	-24
43	NC(=S)n1[nH]c(-c2ccc([N+](=O)[O-])cc2)c(N=Nc2cccc([N+](=O)[O-])c2)c1=O	1	-36	12	-8	-1	71*
44	O=C(NC1CCCCCCC1)C1=COCCO1	-9	-2	-4	-3	-4	-46
45	Cc1nc(C)c(C(=O)C2=C(O)C(=O)N(CCN(C)C)C2c2ccccc2)s1 (stereo not given)	-1	4	-3	8	12	-12

#	NCOA1 inh	Shn3 inh set2	TRAIL sens C8	LMP1 NFkB inh	TROY NFkB inh
31	6	4	7	1	13
32	2	19	-4	-6	2
33	7	.	10	.	44
34	5	11	7	10	-8
35	-22	4	-2	1	-24
36	12	0	0	-9	12
37	-27	-13	18	0	-24
38	-43	6	-10	-12	-21
39	-37	-23	1	7	10
40	-1	-2	10	-5	-3
41	4	4	-15	5	12
42	-45	-10	-17	-3	-72
43	-3	41	53*	-4	64*
44	-18	-13	-16	-4	-25
45	-32	-13	18	3	0

Next entries follow.
#	compound	NR5A2 inv ag	KKLEB cytotox	CF NFkB block	COUP-TFII inh	NCOA3 inh	TWEAK Fn14 block
46	COc1ccc(N2CCN(CCNC(=O)CCN3C(=O)COc4ccccc43)CC2)cc1	2	7	-1	4	2	-17
47	Cc1csc(SCC(=O)NC(=O)NCc2ccccc2)n1	-8	-2	-1	9	20	-16
48	CCOc1ccc(S(=O)(=O)N2CCN(C(=S)NC3CC3)CC2)cc1	-14	6	-8	-1	-2	14
49	CC1CC(OCC(O)C[N+]2(C)CCOCC2)CC(C)(C)C1 (stereo not given)	4	-1	-16	7	3	-12
50	COc1ccc(CNC(=O)C2CCCN(S(=O)(=O)c3ccc(Br)s3)C2)cc1 (stereo not given)	2	-4	-1	11	6	17
51	Nc1nc2cc3ccccc3cc2[nH]c1=O	-2	9	-16	0	-15	-8

#	NCOA1 inh	Shn3 inh set2	TRAIL sens C8	LMP1 NFkB inh	TROY NFkB inh
46	3	8	-16	1	-6
47	-10	12	13	-5	-6
48	-15	-19	7	-3	4
49	6	-2	-1	-2	-1
50	2	6	6	-4	6
51	4	-9	5	6	-5

High-throughput results from PubChem.
